mouse EphA4 binding – EphA4 ligand-binding antagonists – biochemical, colorimetric, mouse EphA4, primary screen (AID 689); EphA4-AP binding to KYL peptide, pNPP A405; higher % means a stronger effect; inhibition, % at 10 µM; hits with a dose series show IC50 in µM; 0.1% of 62,000 active; in the data active = a potency from the dose series; inactive = the rest, 99 in 100 with inhibition below about 22%
Active calls of the source: *. An excerpt; the hit share may differ from the screen's.

Start of the listing, in advance (five entries):
SMILES	mouse EphA4 binding
O=C(C(c1ccccc1)c1ccccc1)N(Cc1ccco1)C1CCS(=O)(=O)C1 (configuration not stated)	-17%
O=C(OCc1ccccc1)C1=[N+]([O-])OC(C(=O)OCc2ccccc2)C1c1c[nH]c2ccccc12 (configuration not stated)	-9%
Cc1ccc2nc(/C(C#N)=C\c3ccc(OC(=O)c4cccs4)cc3)[nH]c2c1	16%
COc1ccc(C(C)n2c(C)c3c(C)nnc(C)c3c2C)cc1 (configuration not stated)	-3%
COc1ccc(/C=C/C(=O)NCc2cn(C)nc2C)cc1COc1ccc(Br)cc1	-18%

The listing, previewed entries included:
SMILES	mouse EphA4 binding
O=C(C(c1ccccc1)c1ccccc1)N(Cc1ccco1)C1CCS(=O)(=O)C1 (configuration not stated)	-17%
O=C(OCc1ccccc1)C1=[N+]([O-])OC(C(=O)OCc2ccccc2)C1c1c[nH]c2ccccc12 (configuration not stated)	-9%
Cc1ccc2nc(/C(C#N)=C\c3ccc(OC(=O)c4cccs4)cc3)[nH]c2c1	16%
COc1ccc(C(C)n2c(C)c3c(C)nnc(C)c3c2C)cc1 (configuration not stated)	-3%
COc1ccc(/C=C/C(=O)NCc2cn(C)nc2C)cc1COc1ccc(Br)cc1	-18%
CCCOc1ccc(C(=O)N/N=C/c2ccc(-c3ccc(S(=O)(=O)Nc4ncccn4)cc3)o2)cc1	-2%
O=C1NN(c2ccccc2)C(=O)/C1=C/c1ccc(-c2cccc(C(=O)O)c2)o1	-6%
O=C(Cn1cc2c(n1)CCCC2)NCc1cccs1	-4%
CCOC(=S)N/C(=N/S(=O)(=O)c1ccc(C)cc1)c1ccccc1	-2%
Cc1ccc(CNC(=O)C2CCC(=O)N2C2CCCCC2)cc1 (configuration not stated)	-2%
Cc1cccc(C(=O)Nc2cc(-c3ccc(F)cc3)[nH]n2)c1	-4%
CCOCC(=O)Nc1cc(C(F)(F)F)ccc1Oc1cccc(Br)c1	-8%
CCC(C)[C@@H](C(=O)NCC1CCC(C(=O)O)CC1)n1nnc2ccccc2c1=O (some centres not stated)	-3%
CC1CCCC(NC2CCCCNC2=O)C1 (configuration not stated)	-2%
Cc1nc(N2CCC3(CC2)OCCO3)c2nnn(Cc3ccccc3F)c2n1	-2%
CCOC(=O)CSc1n[nH]c(NC(=O)c2ccccc2)n1	-6%
O=C1CC(c2cccc(Cl)c2)c2cc3c(cc2N1)CCC3 (configuration not stated)	-10%
CCOc1cc(C(=O)Nc2ccc(Cl)cc2Cl)cc(OCC)c1OCC	0%
CC(=O)n1nc2nc(C)cc(C)c2c1N	4%
COc1ccccc1OCC(=O)NCc1cccs1	-6%
CCOc1ccc(NC(=O)c2cccnc2C(=O)O)cc1	4%
COc1ccc(C(=O)Oc2ccc3c(C)cc(=O)oc3c2C(C)=O)cc1	4%
O=C(CCc1ccccc1)NNC(=O)C1CCCCC1	-16%
Cc1ccc(Oc2ncccc2/C=N/OCc2ccc(Cl)cc2Cl)cc1	2%
CC1CN(Cc2nc3c(c(=O)n(C)c(=O)n3C)n2CCN2CCOCC2)CC(C)O1 (configuration not stated)	1%
O=C1c2cccnc2C(=O)N1C1CCCCC1	0%
CC(C)=C1C2C=CC1C1C(=O)N(c3ccc(C)cc3[N+](=O)[O-])C(=O)C21 (configuration not stated)	-5%
Cn1ncc(Cl)c(Oc2ccccc2)c1=O	-17%
C/C(=N\NC(=O)c1ccccc1C)c1ccc(NC(=O)c2cccs2)cc1	-9%
CCCC(=O)NC(Nc1ccccc1OC)C(Cl)(Cl)Cl (configuration not stated)	-13%
Cc1ccc(S(=O)(=O)Cn2nnnc2C(c2ccccc2)N2CCN(c3ncccn3)CC2)cc1 (configuration not stated)	0%
CC1=CS/C(=C(/C#N)C(=O)N2CCOCC2)N1c1ccccc1	-8%
O=C(CCc1nc(-c2cccs2)no1)NCc1ccc(F)cc1Cl	9%
CCOC(=O)N1CCN(Cc2c(F)cccc2Cl)CC1	-3%
N#CC1(Nc2ccccc2)C(=O)Nc2ccccc21 (configuration not stated)	-9%
COc1ccc(Cn2c(-c3ccco3)nc3oc4cc(OC)ccc4c(=O)c3c2=O)cc1	-20%
Cn1c(-c2ccco2)nc2cc3ccccc3cc21	-2%
CC(C)C(=O)N1C2CCC1CC(O)(c1ccc(F)cc1)C2 (configuration not stated)	-15%
CCc1nnc(NC(=O)CSc2nnc(-c3ccco3)n2CC)s1	-6%
CCCS(=O)(=O)N1CCC(C(=O)NC2CCCCC2C)CC1 (configuration not stated)	14%

Taken from the listing for reference:
SMILES	mouse EphA4 binding
Cc1ccc(Oc2ncccc2/C=N/OCc2ccc(Cl)cc2Cl)cc1	2%
CC1CN(Cc2nc3c(c(=O)n(C)c(=O)n3C)n2CCN2CCOCC2)CC(C)O1 (configuration not stated)	1%

Later entries
SMILES	mouse EphA4 binding
O=C(CSc1nnc(-c2ccco2)n1Cc1ccco1)N1CCOCC1	-9%
CN1CCN(CCC(=O)Nc2cccc(F)c2)CC1	8%
O=C(NC1CCCCC1)c1cccnc1C(=O)O	-3%
O=C(Nc1ccccc1Cl)c1ccccc1[N+](=O)[O-]	-7%
N#C/C(=C/c1cc(Br)cs1)C(=O)NCC1CCCO1 (configuration not stated)	-17%
CC1CN(c2cc(=O)n(Cc3ccc(F)cc3)c(=O)[nH]2)CC(C)O1 (configuration not stated)	-10%
CCOC(=O)C1=C(C)Nc2nc(SC)nn2C1c1ccc(C(=O)OC)cc1 (configuration not stated)	-12%
COc1cc([N+](=O)[O-])ccc1NC(=O)c1cccc(F)c1	-14%
CC1C/C(=N/O)C(C)CN1 (configuration not stated)	-6%
O=C(NC(c1ccccc1)c1ccccc1)C1CCCN(S(=O)(=O)c2cnc[nH]2)C1 (configuration not stated)	0%
Cc1nc2nc[nH]n2c(=O)c1NC(=O)CC12CC3CC(CC(C3)C1)C2	-20%
Cc1nc(-n2[nH]c3c(c2=O)CCCC3)[nH]c(=O)c1Cc1ccccc1	9%
O=C(Cn1c(=O)n(CCCCC(=O)NC2CCCC2)c(=O)c2ccccc21)NCCC1=CCCCC1	3%
CC1CCCCN1c1cc(C#N)c(C#N)cc1[N+](=O)[O-] (configuration not stated)	-14%
COc1ccccc1OCC(=O)NC1CCS(=O)(=O)C1 (configuration not stated)	-10%
FC(F)(F)c1nc2ccccc2n2c(-c3ccc(Cl)cc3)nnc12	-2%
Clc1ccccc1-c1nnc2sc(-c3ccco3)nn12	-13%
COCc1cc(C)nc2sc3c(=O)n(Cc4ccco4)nnc3c12	-8%
O=C(NCc1cccnc1)c1ccc(CS(=O)(=O)c2ccc(Br)cc2)o1	-2%
CC1CCN(c2ccc(NC(=S)NC(=O)c3ccco3)cc2)CC1	-30%

Overlap with the part before: 7 compounds, followed by the next part.
SMILES	mouse EphA4 binding
CC1CCCCN1c1cc(C#N)c(C#N)cc1[N+](=O)[O-] (configuration not stated)	-14%
COc1ccccc1OCC(=O)NC1CCS(=O)(=O)C1 (configuration not stated)	-10%
FC(F)(F)c1nc2ccccc2n2c(-c3ccc(Cl)cc3)nnc12	-2%
Clc1ccccc1-c1nnc2sc(-c3ccco3)nn12	-13%
COCc1cc(C)nc2sc3c(=O)n(Cc4ccco4)nnc3c12	-8%
O=C(NCc1cccnc1)c1ccc(CS(=O)(=O)c2ccc(Br)cc2)o1	-2%
CC1CCN(c2ccc(NC(=S)NC(=O)c3ccco3)cc2)CC1	-30%
Cn1c(=O)cc(OCCCC(=O)NC2CCCC2)c2ccccc21	-6%
O=C(CSCc1ccc(Cl)cc1)NCC1CCCO1 (configuration not stated)	-2%
CC(=O)c1ccc(OCCN2CCOCC2)cc1	-10%
O=C(NC(CS)C(=O)O)c1cncc(O)c1 (configuration not stated)	-7%
Cc1ccc(/C=C2/SC(=S)NC2=O)s1	23%
Brc1ccc(-c2csc(N3CCc4ccccc4C3)n2)cc1	-13%
O=C(COc1ccccc1)N1CCN(C(=O)Cc2ccccc2)CC1	-34%
Cc1cccc(NC(=O)CSc2cc(Cl)ccc2Cl)c1	-11%
CC(=O)Nc1ccc(OCC(O)CNC2CCCC2)cc1 (configuration not stated)	6%
COc1ccc(-c2nnc(NC(=O)c3ccc(S(=O)(=O)N4CCCc5ccccc54)cc3)o2)cc1	-2%
Cn1c(=O)oc2cc(S(=O)(=O)NCCc3ccccc3)ccc21	-7%
CCN(CC)c1ncnc2ccc(Br)cc12	-6%
CCSC(=Nc1ccccc1)C1=C(O)COC1=O	-12%
CCOC(=O)N1CCN(C(=O)CSCc2nc(-c3ccccc3C)oc2C)CC1	7%
CC1CCCN(C(C(=O)Nc2ccc3c(c2)OCCO3)c2ccccc2)C1 (configuration not stated)	-7%
c1ccc(CCSc2nccn2-c2ccccc2)cc1	-14%
CN1CCN(c2ccc(Cl)cc2NC(=O)C2COc3ccccc3O2)CC1 (configuration not stated)	0%
COc1ccc(C(=O)NC(Nc2ccc(Cl)cc2)C(Cl)(Cl)Cl)cc1OC (configuration not stated)	-4%
CC1CCC(=C(C#N)C(=O)Nc2cccc(Cl)c2)CC1 (configuration not stated)	6%
CCCn1c(Nc2nc3ccccc3n2C)nc2ccccc21	8%
Cc1ccc(-c2csc(N(CCCN3CCOCC3)C(=O)c3ccco3)n2)cc1	7%
COC(=O)c1ccc(NC(=O)CN2CCOCC2)cc1	-5%
Cc1ccc(NC(=O)C2CCN(S(=O)(=O)c3c(C)n[nH]c3C)CC2)nc1	-30%
CCOc1ccc(NC(=O)c2ccccc2OC)cc1	-14%
Cc1cc(N2CCOCC2)n2nc(C)c(-c3ccccc3)c2n1	-30%
CCCC1(C)SC(NC(C)=O)=NN1C(C)=O (configuration not stated)	-7%
CCN1CCN(C(c2cccs2)C(C)NC(=O)c2c(F)cccc2F)CC1 (configuration not stated)	-13%
CCC(C(=O)Nc1ccc(C)c(C)c1)c1ccccc1 (configuration not stated)	-11%
CC1(C)NC(=O)N(CC(O)CN2C(=O)NC(C)(C)C2=O)C1=O	-3%
O=C1c2oc3ccc(Cl)cc3c(=O)c2C(c2cccc(Br)c2)N1CCO (configuration not stated)	-8%
CCOC(=O)c1c(NC(=O)CSc2nnc(-c3ccco3)o2)sc(C)c1C	11%
CC(C)N(Cc1cc2ccccc2[nH]c1=O)C(=O)c1cccnc1	-13%
COc1cccc(CNC(=O)Cn2cccc2)c1	15%
Cc1ccc(-c2nn3c(C)nnc3s2)cc1NC(=O)C(C)C	11%
CC(C)C(=O)NCCCc1ccccc1	-8%
O=C(NCCN1C(=O)C2C3C=CC(C3)C2C1=O)NCc1ccccc1 (configuration not stated)	-3%
CCc1cccc2c(C(=O)Cn3nnc(-c4ccc(OC)c(OC)c4)n3)c[nH]c12	2%
O=C(O)CCC(=O)Nc1ccc(Cc2ccc(NC(=O)CCC(=O)O)c(O)c2)cc1O	3%
Cc1ccc(CN2CC(C(=O)Nc3ccc4c(C)cc(=O)oc4c3)CC2=O)cc1 (configuration not stated)	9%
Cc1cc(S(=O)(=O)Nc2nc(CN3CCOCC3)nc3sc4c(c23)CCCC4)ccc1F	-3%
O=C(NCCC1=CCCCC1)C1CC(=O)N(C2CCCCC2)C1 (configuration not stated)	-1%
CCN(CC)C(=O)CSc1nnc(-n2nc(C)cc2C)c2ccccc12	-8%
Cc1cc(C)c(C#N)c(SCSCc2ccccc2)n1	-2%
Cc1ccc2cc3cc(C(=O)N4CCCCC4C)oc3nc2c1 (configuration not stated)	-10%
COc1cccc(/C=N/NC(=O)CCc2ccccc2)c1	-10%
CCOc1cc(/C=C2\C(=O)NC(=O)N(c3ccc(Cl)cc3)C2=O)cc(I)c1OC	0%
Cc1nc(C)c(C(=O)Nc2ccccc2)s1	2%
CCOC(=O)C1=C(C)N=c2s/c(=C\c3cccs3)c(=O)n2C1c1ccc(F)cc1 (configuration not stated)	17%
CCC(Sc1nc2n[nH]c(C)c2c(=N)n1-c1cccc(Cl)c1C)C(=O)N(CC)CC (configuration not stated)	23%
CC1=CC(C)(C)N2C(=O)C3(C(C#N)=C(N)OC4=C3C(=O)CCC4)c3c(C)c(C)cc1c32 (configuration not stated)	-13%
CCOC(=O)c1ccc(NC(=O)c2ccc(S(=O)(=O)N(C)C)cc2)cc1	0%
O=CN1CCN(C(C(=O)NC2CCCC2)c2ccc(Cl)cc2)CC1 (configuration not stated)	-13%
COc1cccc(-c2nnc(N(C)C(=O)c3ccno3)s2)c1	-11%
O=C(O)CN1C(=O)/C(=C/c2ccccc2OCc2ccc([N+](=O)[O-])cc2)SC1=S	-8%
CC(=O)/C=C/c1ccc2ccccc2n1	-7%
C=CCOC(=O)C1=C(C)NC(C)=C(C(=O)OCC=C)C1c1ccco1	-20%
COC(=O)C1=C(N)Oc2c(oc(CO)cc2=O)C1c1ccccc1F (configuration not stated)	-17%
N=C1C(c2nc3ccccc3c(=O)[nH]2)=C(O)CN1CCc1ccccc1	-13%
COc1ccc(-n2c(SC3CCOC3=O)nc3ccccc3c2=O)cc1OC (configuration not stated)	-11%
O=C(CCN1C(=O)C2(OCCO2)c2ccccc21)c1ccccc1	-8%
O=[N+]([O-])c1ccc(O)c(/C=N/Nc2ccc(Cl)nn2)c1	-11%
Cc1ccc(/C=N/n2nnnc2N)cc1[N+](=O)[O-]	12%
